Screens: PubChem BioAssay, several laboratories
CD11b adhes enh: enhancers of CD11b/CD18 adhesion to fibrinogen, primary screen, K562 cells, luminescence; Integrin beta-2 (Homo sapiens) + Integrin alpha-M (Homo sapiens), P05107+P11215; ATPlite luminescence; activation, % at 10 µM; 0.07% of 93,000 active; AID 1499, 2009;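 active = 10 µM primary screen giving 50% or more activity, confirmed by 40% or more on retest at that dose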; also: strong numbers were not always called active; reference of the scale not given here
ERa SRC1 inh: ERα–SRC-1 coactivator interaction inhibitors, primary screen, biochemical, TR-FRET, ERα LBD, estradiol-bound; Estrogen receptor (Homo sapiens), P03372; TR-FRET ER-alpha LBD / SRC-1 peptide; inhibition, % at 25.6 µM; 1.7% of 86,000 active; in the data active = inhibition above about 50%;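 also: 0% = receptor plus peptide control and 100% = peptide only without receptor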
Target sequence (P03372 whole entry, looked up, the tested form may be a part): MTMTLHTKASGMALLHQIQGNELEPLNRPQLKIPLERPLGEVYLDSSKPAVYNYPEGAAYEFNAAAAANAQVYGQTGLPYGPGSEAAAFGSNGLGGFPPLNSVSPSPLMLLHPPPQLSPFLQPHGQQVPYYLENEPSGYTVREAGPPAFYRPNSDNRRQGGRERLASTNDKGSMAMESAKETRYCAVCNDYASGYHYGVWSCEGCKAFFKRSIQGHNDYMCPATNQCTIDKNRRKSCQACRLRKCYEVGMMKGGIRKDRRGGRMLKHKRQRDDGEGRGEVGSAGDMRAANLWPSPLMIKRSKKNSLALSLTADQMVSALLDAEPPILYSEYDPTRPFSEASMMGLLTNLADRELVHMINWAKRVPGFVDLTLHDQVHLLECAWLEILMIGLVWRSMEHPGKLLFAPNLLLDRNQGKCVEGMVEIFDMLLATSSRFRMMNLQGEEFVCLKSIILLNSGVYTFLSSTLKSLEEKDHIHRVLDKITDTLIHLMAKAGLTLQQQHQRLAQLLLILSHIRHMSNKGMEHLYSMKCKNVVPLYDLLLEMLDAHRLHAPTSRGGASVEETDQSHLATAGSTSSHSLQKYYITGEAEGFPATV
ERa SRC1 pot: enhancers of ERα–SRC-1 coactivator binding, primary screen, biochemical, TR-FRET, ERα LBD, low estradiol. TR-FRET ERalpha-LBD/SRC-Cy5 coactivator binding, 2 h; 100 = basal binding, no effect. AID 639, 2007. 1.3% of 86,000 active. coactivator binding (% of control), % at 25.6 µM; in the data active = activity above about 200%;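 also: binding measured in presence of low estradiol as agonist stimulus; 0% = peptide alone without receptor and 100% = receptor with peptide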
Fibroblast inh: antiproliferative effect on LL 47 fibroblasts – human, LL 47 cells, CellTiter-Glo luminescence, primary screen. LL 47 human lung fibroblast viability, ATP luminescence; active compounds read low. viability, % at 10 µM. 1.1% of 85,000 active;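 active = viability at or below 50% in the single dose screen; inactive = viability above 50%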;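 also: compound exposure lasted 72 h before the ATP readout; 100% = median luminescence of untreated cell-only wells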
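Test system: LL 47 human lung fibroblasts / Quantity: 1,150 cells in each well / Medium: IMEM growth medium with 15% fetal bovine serum / Incubation: 72 h compound exposure at 37 °C after overnight plating / Detection: CellTiter-Glo luminescence measuring cellular ATP / Read-out: % viability versus median cells-only luminescence / Benchmarks: cell-only wells, no compound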
ERb SRC1 inh: inhibitors of ERβ-SRC1 coactivator interaction, primary screen, biochemical, TR-FRET, ERβ LBD, SRC-1 peptide; TR-FRET ER-beta LBD / SRC1-Cy5 peptide binding; receptor agonist-loaded with 1 µM estradiol; inhibition, % at 25.6 µM; 1.3% of 86,000 active; AID 633, 2007;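 active = compounds whose percent inhibition of the receptor-coactivator binding signal exceeds about 50% in the single-dose screen, limit read from the data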;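 also: 0% = receptor plus peptide wells without compound and 100% = peptide-only wells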
H69AR inhibit: proliferation blockers of H69AR lung cancer cells, primary screen, cell-based, human, 86K library; 6% of 85,000 active; AID 598, 2007; H69AR lung tumor viability, ATP luminescence, 72 h; active compounds read low; viability, % at 10 µM;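 active = viability at or below 40%; inactive = viability above 40%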;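 also: multidrug resistant small cell line overexpressing MRP-1 efflux transporter; 100% = mean luminescence of untreated control wells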
HUVEC prolif 384: inhibitors of HUVEC proliferation, primary screen, cell-based, 384-well | CellTiter-Glo luminescence, 72 h; active compounds read low | viability, % at 10 µM (by protocol) | 1.1% of 86,000 active | AID 648, 2007;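 active = viability at or below 30%; inactive = viability above 30%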;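 also: 100% = median luminescence of DMSO-only cell control wells on each plate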
MT1-MMP txn act: MT1-MMP promoter reporter activation – cell-based, luciferase luminescence, primary screen; HT1080 MT1-MMP promoter luciferase reporter, overnight; active compounds read high; activation factor at 10 µM; 0.16% of 86,000 active; AID 750, 2007;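 active = activation factor of at least 2 for MT1-MMP transcription at 10 µM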
Smad3 inh: Smad3/FoxH1 peptide binding inhibitors, primary screen, biochemical, TR-FRET; Mothers against decapentaplegic homolog 3 (Homo sapiens), P84022; TR-FRET Smad3/Dy647-FoxH1 peptide binding, europium anti-His; inhibition, % at 25 µM; 0.29% of 88,000 active; AID 630, 2007;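 active = compounds that reduce the energy-transfer binding signal between the protein and its labelled peptide by more than half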;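 also: 0% = Smad3 plus labelled peptide maximal FRET and 100% = peptide-only background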
Target sequence (P84022 whole entry, looked up): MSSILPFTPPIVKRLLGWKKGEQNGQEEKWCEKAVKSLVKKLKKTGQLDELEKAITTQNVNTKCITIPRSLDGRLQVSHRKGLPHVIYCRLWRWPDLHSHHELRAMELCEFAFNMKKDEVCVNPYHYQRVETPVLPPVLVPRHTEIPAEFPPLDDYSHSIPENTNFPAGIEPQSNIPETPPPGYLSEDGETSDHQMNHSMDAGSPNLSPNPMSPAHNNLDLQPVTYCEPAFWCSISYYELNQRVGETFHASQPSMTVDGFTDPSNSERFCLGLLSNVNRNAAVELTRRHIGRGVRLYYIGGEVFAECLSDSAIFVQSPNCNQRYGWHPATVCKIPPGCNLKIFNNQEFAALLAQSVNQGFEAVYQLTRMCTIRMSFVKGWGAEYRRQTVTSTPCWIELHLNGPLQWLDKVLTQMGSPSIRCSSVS
An asterisk follows results filed as active; nt = no result given; [ ] = dose if it differs, or a comment.

smiles	CD11b adhes enh	ERa SRC1 inh	ERa SRC1 pot	Fibroblast inh	ERb SRC1 inh	H69AR inhibit	HUVEC prolif 384	MT1-MMP txn act	Smad3 inh
CCN(CC)S(=O)(=O)c1ccc(-c2nnc(SCC(=O)N3CCc4ccccc43)o2)cc1	52	22	86	35*	2	4.4*	65	1.3	-1
O=C(c1ccccc1F)N1CCN(c2ncccn2)CC1	nt	24	74	103	28	81	97	1	-11
Cn1c(Cn2c(=O)sc3ccccc32)nnc1SCC(=O)Nc1ccccc1F	nt	-1	119	97	-6	103	95	1.1	-11
CN1CCN(C(c2cccc(C(F)(F)F)c2)c2nnnn2C(C)(C)C)CC1 (centres undefined)	3	-19	94	94	-8	97	99	1	-11
CCCCCn1c(=O)[nH]c2cc(C(=O)N3CCN(CC)CC3)ccc2c1=O	-4	-1	102	92	-10	80	99	1.1	-5
COc1ccc(C(=O)/C=C/Nc2cc(C)on2)cc1	-2	5	104	102	11	87	106	nt	5
Cc1cc(Oc2ccccc2)nc(N)n1	-6	0	104	94	-3	91	99	1.1	7
N#CC(c1nc2ccccc2nc1N1CCCC1)S(=O)(=O)c1ccccc1 (centres undefined)	nt	-5[fluorescence artefact?]	48[fluorescence artefact?]	96	10	94	69	1.1	23
O=C(c1ccccc1)c1ccc(N2CCCC2)cc1	0	1	95	93	3	48	112	1.4	-3
CN1C(=O)c2cccc3c(Cl)ccc(c23)C1=O	-3	32	114[fluorescence artefact?]	104	13	92	92	1.1	-18
COc1cc2[nH]c(=O)n(Cc3ccc(C(=O)NCC4CCCO4)cc3)c(=O)c2cc1OC (centres undefined)	-4	20	98	100	13[fluorescence artefact?]	90	101	1	-9
O=C(Nc1ccccc1)N(CCCN1CCOCC1)Cc1cccs1	1	-6	121[fluorescence artefact?]	92	-12	91	97	1.1	-4
C=CCn1c(Cc2csc(N)n2)nnc1SCC(=O)Nc1ccccc1C(F)(F)F	-2	5	101	99	0	99	94	1.2	24
Cc1ccccc1-n1nnnc1SCc1ncc(-c2ccccc2)o1	-1	-2	92	111	2	83	96	1.1	-3
Cn1c(=O)c2c(nc(CN3CCc4ccccc4C3)n2Cc2ccccc2F)n(C)c1=O	1	4	106	95	-2	78	95	1.1	0
c1cnc(SCCOc2ccc3c(c2)CCC3)nc1	-1	8	102	95	2	94	89	1.5	-7
CC(C)c1nnc(NC(=O)CCC(=O)NCc2ccco2)s1	-2	0	122[fluorescence artefact?]	97	-1	nt	110	1.1	-8
O=[N+]([O-])c1ccccc1CNC(Cc1ccccc1)c1ccccc1 (centres undefined)	-3	-3	93	91	1	71	103	1.2	3
COc1cc(S(=O)(=O)NCCc2ccc3c(c2)OCO3)ccc1-n1cnnn1	4	-10	120	81	1	nt	90	1.2	0
COc1cccc2cc(C(=O)N3CCc4ccccc4C3)c(=O)oc12	1	-8	98[fluorescence artefact?]	93	-9	89	108	1.6	9
COc1ccc(OC)c(-n2c(SCC(=O)NCc3ccco3)nnc2-c2c[nH]c3ccccc23)c1	5	12[fluorescence artefact?]	81	81	-8[fluorescence artefact?]	59	88	1	-6
COc1ccc2[nH]c3ccc(OC)cc3c2c1	0	0	97	111	2	86	88	1.4	8[fluorescence artefact?]
CCOC(=O)COc1cccc2c(=O)n(CC(=O)N3CCCc4ccccc43)ccc12	4	10[fluorescence artefact?]	97	98	51*[fluorescence artefact?]	89	90	nt	-8
COc1ccc(-c2onc(C)c2-c2ccccc2)c(O)c1	-2	6	98	95	-2	31*	85	1.3	-1
O=c1[nH]c2ccsc2c(=O)n1-c1ccc(F)cc1	-2	-6	102	103	-6	89	92	1.1	12[fluorescence artefact?]

ERb SRC1 inh, hit marks shown above.
structure	CD11b adhes enh	ERa SRC1 inh	ERa SRC1 pot	ERb SRC1 inh	MT1-MMP txn act	Smad3 inh
CCOC(=O)COc1cccc2c(=O)n(CC(=O)N3CCCc4ccccc43)ccc12	4	10[fluorescence artefact?]	97	51*[fluorescence artefact?]	nt	-8

Next part.
smiles	CD11b adhes enh	ERa SRC1 inh	ERa SRC1 pot	Fibroblast inh	ERb SRC1 inh	H69AR inhibit	HUVEC prolif 384	MT1-MMP txn act	Smad3 inh
O=C1c2ccccc2C(Nc2ccc(S(=O)(=O)N3CCOCC3)cc2)N1Cc1ccco1 (centres undefined)	20	3[fluorescence artefact?]	101	102	-10[fluorescence artefact?]	67	102	nt	-5
COc1ccc(CCNC(=O)c2cc(-c3cc(C)ccc3O)n[nH]2)cc1OC	2	-1	98	103	-6	74	82	1	-3
O=C(Nc1ccc(N2CCOCC2)c(F)c1)c1ccncc1	-1	-12	101	95	8[fluorescence artefact?]	94	116	1.2	-7
O=C(c1cc2ccccc2oc1=O)N1CCN(C(=O)C2CCCO2)CC1 (centres undefined)	-1	-3	112[fluorescence artefact?]	93	5	87	94	1.3	9
O=C(Cn1cccc1C(=O)c1ccccc1)NCc1ccc2c(c1)OCO2	-3	7[fluorescence artefact?]	139	104	1	86	94	1.4	-2
Cc1cc(C)c(OCCN2C(=O)NC(C)(C)C2=O)c(Cl)c1	-1	4[fluorescence artefact?]	106	100	1	95	102	1.1	7
O=C(CCn1c(=O)sc2ccccc21)Nc1nc2ccccc2s1	7	38	80	99	23	74	76	nt	2
O=C(NC1CCCCCCC1)C1CCN(S(=O)(=O)N2CCC3(CC2)OCCO3)CC1	nt	-1	123	nt	3	58	90	1	16[fluorescence artefact?]
CCC(=O)Oc1c(S(=O)(=O)c2ccc(C)cc2)c(C)nn1C(C)(C)C	-4	8	94	91	0	105	89	1.1	11
CC(=O)CC(=O)NC1C2CC3CC(C2)CC1C3 (centres undefined)	-4	-8	114	90	-6	94	89	1.1	0
CCOC(=O)c1[nH]c(C)c(C(=O)NC2CCN(C(=O)OCC)CC2)c1C	-2	-8	99	101	2	79	99	1.2	3
Cc1ccc(S(=O)(=O)C2(C(=O)N(C)C3CCCCC3)CC2)cc1	1	14	97	103	15[fluorescence artefact?]	92	104	0.9	-4
O=C(Nc1ccccc1N1CCN(C(=O)c2ccccc2)CC1)c1ccc2c(c1)OCO2	-4	-8	137	93	-11	82	100	1.3	1[fluorescence artefact?]
O=C(CN1CCC(NC(=O)Nc2ccccc2-c2ccccc2)CC1)NCc1ccco1	2	3	87	100	1	89	92	1.1	2[fluorescence artefact?]
COc1cc(-c2nnc(-c3ccccc3)o2)cc(OC)c1OC	nt	-27	109	101	-10	61	90	1.2	17
O=C(c1cccs1)N(Cc1ccco1)C1CCS(=O)(=O)C1 (centres undefined)	0	2	128	105	-14[fluorescence artefact?]	100	92	1.1	0
CCc1ccc2[nH]c(=O)c(CN(CCN3CCCC3)C(=O)NC3CCCCC3)cc2c1	-8	-3	103	82	-9	67	90	1.1	-7
CC1(C)OC(=O)N2CCc3ccccc3C21C (centres undefined)	nt	0	100	97	-3[fluorescence artefact?]	92	104	1.1	-2
O=C(Nc1ncn[nH]1)c1c(Cl)ccc(Cl)c1Cl	-4	-14	121	91	-5	79	83	1.5	8
CCOc1ccc(NC(=O)c2ccc(S(=O)(=O)N(C)C)cc2)cc1	-4	5	112	102	-6	93	94	1.1	0
COc1ccc(C2C=C(c3ccccc3)Nc3ncnn32)cc1 (centres undefined)	0	-12[fluorescence artefact?]	109[fluorescence artefact?]	106	86*[fluorescence artefact?]	85	105	1	-7
Cn1c(SCC(=O)NC(C)(C)C)nc(O)cc1=O	-4	12	108	101	16[fluorescence artefact?]	96	98	1.4	11
Oc1ccc(Oc2ncc(Cl)cc2Cl)cc1	1	5	91	98	0	105	102	1.2	-4
Cc1cccc(C)c1N(CC(=O)N1CCN(C)CC1)S(C)(=O)=O	-4	30[fluorescence artefact?]	102[fluorescence artefact?]	98	9	105	96	1.1	-15
COc1cc2[nH]c(=O)n(Cc3ccc(C(=O)NCCCN4CCC(C)CC4)cc3)c(=O)c2cc1OC	-3	3[fluorescence artefact?]	116[fluorescence artefact?]	nt	-6[fluorescence artefact?]	nt	nt	1.1	2

Grouped by structure: the compounds so far with a thiophene ring, fused or not
smiles	CD11b adhes enh	ERa SRC1 inh	ERa SRC1 pot	Fibroblast inh	ERb SRC1 inh	H69AR inhibit	HUVEC prolif 384	MT1-MMP txn act	Smad3 inh
O=C(Nc1ccccc1)N(CCCN1CCOCC1)Cc1cccs1	1	-6	121[fluorescence artefact?]	92	-12	91	97	1.1	-4
O=c1[nH]c2ccsc2c(=O)n1-c1ccc(F)cc1	-2	-6	102	103	-6	89	92	1.1	12[fluorescence artefact?]
O=C(c1cccs1)N(Cc1ccco1)C1CCS(=O)(=O)C1 (centres undefined)	0	2	128	105	-14[fluorescence artefact?]	100	92	1.1	0

Additional records follow:
smiles	CD11b adhes enh	ERa SRC1 inh	ERa SRC1 pot	Fibroblast inh	ERb SRC1 inh	H69AR inhibit	HUVEC prolif 384	MT1-MMP txn act	Smad3 inh
Cn1c(=O)c2c(nc(NCc3ccco3)n2C)n(C)c1=O	-3	10	81[fluorescence artefact?]	102	15	90	102	1	-5
CCNC(=O)c1ccc(NS(=O)(=O)c2ccccc2)cc1	3	2	108	96	6	96	83	0.9	16[fluorescence artefact?]
N#CC1=C(Nc2ccccc2)SC=C(c2ccccc2)N=C1N1CCOCC1	0	-4	106	96	0[fluorescence artefact?]	90	89	1.2	10
Cn1c(SCC(=O)c2ccc(-c3ccccc3)cc2)nnc1-c1ccco1	nt	38	129[fluorescence artefact?]	100	17	70	97	1.1	10
CCCSc1n[nH]c(NC(C)=O)n1	-4	-5	124	100	-4	93	103	1.1	-9
CC(C)NC(=O)NC(=O)COC(=O)C1CCCN1C(=O)c1cccs1 (centres undefined)	-1	6[fluorescence artefact?]	114	106	4[fluorescence artefact?]	98	96	1.1	-5
COC1CCCCC1Nc1cc(C)ccc1C (centres undefined)	-2	-1	100	106	1	105	101	1	13[fluorescence artefact?]

Complete entries, quoted from the list:
Cc1ccc(S(=O)(=O)C2(C(=O)N(C)C3CCCCC3)CC2)cc1 is listed as CD11b adhes enh = 1; ERa SRC1 inh = 14; ERa SRC1 pot = 97; Fibroblast inh = 103; ERb SRC1 inh = 15[fluorescence artefact?]; H69AR inhibit = 92; HUVEC prolif 384 = 104; MT1-MMP txn act = 0.9; Smad3 inh = -4
COc1ccc(OC)c(-n2c(SCC(=O)NCc3ccco3)nnc2-c2c[nH]c3ccccc23)c1 is listed as CD11b adhes enh = 5; ERa SRC1 inh = 12[fluorescence artefact?]; ERa SRC1 pot = 81; Fibroblast inh = 81; ERb SRC1 inh = -8[fluorescence artefact?]; H69AR inhibit = 59; HUVEC prolif 384 = 88; MT1-MMP txn act = 1; Smad3 inh = -6

A portion of the library; count on the stated rates, not on these rows.
